Source: PubChem (several laboratories)
WT yeast gro inh – growth inhibition of WT yeast, mitochondrial fusion screen; inhibition, % at 10 µM; mitochondrial fusion phenotypic screen, WT strain; 190,000 tested, 2.1% active; in the data active = inhibition above about 58%; tested in S. cerevisiae
Lipid droplet – modulators of hepatic lipid droplet formation. AML12 mouse hepatocytes, oleate lipid droplets, BODIPY imaging. inhibition, % at 6.5 µM. 240,000 tested, 0.4% active;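 active = lipid droplet intensity inhibited by at least 50%, with more than 500 cells counted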
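material = mouse AML12 hepatocyte cell line, fixed after treatment | also added = 100 µM oleic acid challenge | doses = compound at 6.5 µM only | schedule = overnight exposure | technique = Image-based BODIPY and DAPI two-channel analysis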
Autophagy HCS – autophagy modulation, high-content screen | calls only at 10 µM (by protocol) | AID 463193 | MEF GFP-LC3 puncta imaging; test concentration mostly 10 µM | 190,000 tested, 0.98% active;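 active = percentage of spot-positive cells more than 3 SD above its plate mean, without a fluorescence outlier flag or 80% toxicity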;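 note: spot-positive cell cutoff set from DMSO-treated cells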
Ins promoter up – MIN6 insulin promoter up-regulation; AID 1625; z-score at 5 µM; MIN6 insulin promoter-GFP reporter, high-content imaging; active compounds read high; 190,000 tested, 0.3% active;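 active = z-score above 3 at 5 µM with at least 500 cells counted in the well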
MT stabilize HCS – microtubule stabilizers in HeLa cells; % tubulin-high responders, % at 10 µM; AID 2205; 200,000 tested, 0.83% active; HeLa tubulin immunostaining HCS, 24 h; share of cells brighter than vehicle mean+2SD;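 active = plate Z-score above 3 for both tubulin-high and condensed-nucleus cell shares, with cell loss under 80%, at 10 µM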;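 note: anti alpha tubulin signal scored within the nucleus-defined area of each cell; some results filed as inactive read as strong as hits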
CSM14.1 death rescue – protection against thapsigargin-triggered cell killing – 384-well, CSM14.1, ATP luminescence, primary screen (AID 1222) | CSM14.1 thapsigargin-induced death rescue, ATP luminescence; higher % means a stronger effect | cellular ATP content (survival), % at 20 µM; hits with a dose series show EC50 in µM | 190,000 tested, under 10 active;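 active = EC50 below 50 µM in the dose-response confirmation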;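 note: death triggered by thapsigargin at about 15 µM added after 2 h compound pretreatment; cell ATP read after overnight thapsigargin exposure of roughly 18 to 22 hours; normalized against plate controls of thapsigargin alone and 5% DMSO vehicle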
Dynein cargo inh – blocks dynein driven cargo transport along microtubules; 3617.4 mouse cells, GR-EGFP nuclear translocation imaging; test concentration mostly 20 µM; stimulated with dexamethasone, 1 µM; active compounds read low; z-score, hits read low; 220,000 tested, 0.47% active; AID 1381;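 active = plate z-score of nuclear minus cytoplasmic receptor signal below a set negative limit, without overly bright fluorescence or cell loss, cut at about -3.5 in these data, passing the limit was not always enough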;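 note: z-score of nuclear minus cytoplasmic ring GR-EGFP intensity difference per well; some compounds called inactive have numbers as strong as hits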
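Buffer or medium: tet-free medium with charcoal-stripped serum / Also added: dexamethasone agonist, 1.0 µM final, for 30 min / Timing: induction 48 h, compound 1 h, agonist 30 min / Measured by: high-content fluorescence imaging after fixation / Read-out: nuclear-to-cytoplasmic GR-EGFP distribution per well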
bCat nuc transl – beta-catenin nuclear translocation modulation | nuclear translocation activity, % at 5 µM | HeLa beta-catenin nuclear translocation, immunofluorescence imaging | 190,000 tested, 0.3% active | AID 1665;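 active = nuclear translocation activity above 50% at 5 µM, with a well cell count of 50 or more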;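 note: per-cell ratio of nuclear to cytoplasmic median beta-catenin stain intensity; plate controls were DMSO negative control for no effect and GSK-3 inhibitor IX positive control for full effect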
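test system = HeLa cells, endogenous beta-catenin | dosing = single 5 µM dose plus 0.02–20 µM confirmation series | times = compound treatment 24 h, 37°C, 5% CO2 | technique = beta-catenin immunofluorescence imaging with DAPI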
XIAP antagonists – small molecules displacing peptide from XIAP – biochemical, IAP family, fluorescence polarization (AID 1018); XIAP BIR domain, fluorescence polarization peptide displacement; higher % means a stronger effect; displacement, % at 20 µM; hits with a dose series show IC50 in µM; 200,000 tested, 0.007% active; in the data active = displacement above about 50%; note: a part of the inactive calls stands beside numbers as strong as those of hits
WT yeast gro inh mutant strain – second read-out of WT yeast gro inh, no call of its own (marks repeat the call); inhibition, %; mitochondrial fusion phenotypic screen, mutant strain inhibition
Dynein cargo inh cytoplasmic EGFP – further read-out of Dynein cargo inh, marked with its call; z-score; measured here: cytoplasmic GR-EGFP intensity; active compounds read high
Dynein cargo inh nuclear GR-EGFP – also measured in Dynein cargo inh; calls as there; z-score; measured here: nuclear GR-EGFP intensity;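 lower value marks the stronger effect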
Dynein cargo inh cell count – second read-out of Dynein cargo inh, no call of its own (marks repeat the call); z-score; measured here: cell count per field
Ins promoter up cell count – recorded beside Ins promoter up, whose call it bears; cell count; measured here: cytotoxicity, nuclei count;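 total cells summed across four imaged fields per well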
Lipid droplet cells 6.5 µM – also measured in Lipid droplet; calls as there; cell count; measured here: cell count, cytotoxicity flag;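 cells counted across two imaged fields per well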
bCat nuc transl cell count 5 µM – second read-out of bCat nuc transl, no call of its own (marks repeat the call); cell count; measured here: cell count, cytotoxicity flag
MT stabilize HCS Hoechst-high % – further read-out of MT stabilize HCS, marked with its call; % Hoechst-high responders; measured here: nuclear condensation Hoechst responders;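 share of cells brighter than vehicle mean plus two SD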
MT stabilize HCS cytotoxicity % – second read-out of MT stabilize HCS, no call of its own (marks repeat the call); toxicity, %; measured here: cytotoxicity by cell density;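 0% = mean cell density of plate MIN control wells and 100% = no cells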
Autophagy HCS cell loss 18 h – second read-out of Autophagy HCS, no call of its own (marks repeat the call); toxicity, %; measured here: cell loss, nuclei count;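 cell loss after 18 h compound exposure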
* marks the source's active call; other numbers are inactive results. Rows are unselected; 4% or so of the library scored in one or more.

For Cc1cc(CN2C(=O)c3ccccc3C2=O)cc(N2CCOCC2)c1 the results were WT yeast gro inh -3, Autophagy HCS inactive, Ins promoter up -0.87, MT stabilize HCS 4.4, CSM14.1 death rescue 1.7%, Dynein cargo inh 0.029, bCat nuc transl -1.8, XIAP antagonists -3.6%, WT yeast gro inh mutant strain -16, Dynein cargo inh cytoplasmic EGFP 0.66, Dynein cargo inh nuclear GR-EGFP 0.091, Dynein cargo inh cell count -0.89, Ins promoter up cell count 961, bCat nuc transl cell count 5 µM 1162, MT stabilize HCS Hoechst-high % 2.0, MT stabilize HCS cytotoxicity % 5.9 and Autophagy HCS cell loss 18 h -8.
CCCCn1c(=O)[nH]c(=O)c2c1nc(-c1ccc(OCCC)c(OCC)c1)n2CCOC was read as WT yeast gro inh -15, Lipid droplet -5, Autophagy HCS inactive, Ins promoter up 0.25, MT stabilize HCS 3.4, CSM14.1 death rescue -0.6%, Dynein cargo inh 0.46, bCat nuc transl -2.7, XIAP antagonists -6.3%, WT yeast gro inh mutant strain 4, Dynein cargo inh cytoplasmic EGFP -0.23, Dynein cargo inh nuclear GR-EGFP 0.36, Dynein cargo inh cell count -0.84, Ins promoter up cell count 1249, Lipid droplet cells 6.5 µM 631, bCat nuc transl cell count 5 µM 1086, MT stabilize HCS Hoechst-high % 2.5, MT stabilize HCS cytotoxicity % 9.8 and Autophagy HCS cell loss 18 h -6.
`O=C(COC(=O)c1ccc(-c2ccc([N+](=O)[O-])cc2)o1)NC(=O)NC1CCCCC1` gave WT yeast gro inh 38, Lipid droplet -7, Autophagy HCS inactive, Ins promoter up 1.3, MT stabilize HCS 3.0, CSM14.1 death rescue -2.6%, Dynein cargo inh 0.7, bCat nuc transl -0.5, XIAP antagonists -1.0%, WT yeast gro inh mutant strain 11, Dynein cargo inh cytoplasmic EGFP -0.21, Dynein cargo inh nuclear GR-EGFP 0.14, Dynein cargo inh cell count -0.037, Ins promoter up cell count 1634, Lipid droplet cells 6.5 µM 564, bCat nuc transl cell count 5 µM 1078, MT stabilize HCS Hoechst-high % 2.9, MT stabilize HCS cytotoxicity % 6.4 and Autophagy HCS cell loss 18 h -1.
For CCOC(=O)c1cc(NC(=O)c2ccc(C)cc2)c(=O)oc1C(F)(F)F the results were WT yeast gro inh 0, Lipid droplet -2, Autophagy HCS inactive, Ins promoter up -0.42, MT stabilize HCS 2.6, CSM14.1 death rescue 0.8%, Dynein cargo inh -1.1, bCat nuc transl -1.8, XIAP antagonists -1.8%, WT yeast gro inh mutant strain -7, Dynein cargo inh cytoplasmic EGFP -0.2, Dynein cargo inh nuclear GR-EGFP -0.76, Dynein cargo inh cell count 0.31, Ins promoter up cell count 1297, Lipid droplet cells 6.5 µM 731, bCat nuc transl cell count 5 µM 1082, MT stabilize HCS Hoechst-high % 2.2, MT stabilize HCS cytotoxicity % 6.0 and Autophagy HCS cell loss 18 h -8.
`OC(CCN1CCCCC1)(c1ccccc1)C1CCCCC1` (stereo not drawn) gave WT yeast gro inh 4, Lipid droplet -28, Autophagy HCS inactive, MT stabilize HCS 4.3, CSM14.1 death rescue -1.2%, Dynein cargo inh 0.11, XIAP antagonists -4.8%, WT yeast gro inh mutant strain -16, Dynein cargo inh cytoplasmic EGFP -0.18, Dynein cargo inh nuclear GR-EGFP 0.52, Dynein cargo inh cell count -0.062, Lipid droplet cells 6.5 µM 716, MT stabilize HCS Hoechst-high % 1.2, MT stabilize HCS cytotoxicity % 5.2 and Autophagy HCS cell loss 18 h 9.
CC(C)(C)NS(=O)(=O)c1cc(C(=O)Nc2sccc2C#N)ccc1Cl was read as WT yeast gro inh 5, Lipid droplet 44, Autophagy HCS inactive, Ins promoter up 0.34, MT stabilize HCS 1.6, CSM14.1 death rescue -0.9%, Dynein cargo inh 0.079, bCat nuc transl 0.4, XIAP antagonists -22%, WT yeast gro inh mutant strain -7, Dynein cargo inh cytoplasmic EGFP -0.18, Dynein cargo inh nuclear GR-EGFP 0.36, Dynein cargo inh cell count -0.97, Ins promoter up cell count 1237, Lipid droplet cells 6.5 µM 812, bCat nuc transl cell count 5 µM 516, MT stabilize HCS Hoechst-high % 1.8, MT stabilize HCS cytotoxicity % 5.4 and Autophagy HCS cell loss 18 h 3.
`CCOC(=O)C1=NNC2(c3ccc(C)cc3)C(=O)N(c3ccccc3)C(=O)C12` (stereo not drawn) gave Lipid droplet 0, Ins promoter up -0.25, Dynein cargo inh 0.23, bCat nuc transl -5.2, Dynein cargo inh cytoplasmic EGFP -0.18, Dynein cargo inh nuclear GR-EGFP 0.098, Dynein cargo inh cell count -0.37, Ins promoter up cell count 1360, Lipid droplet cells 6.5 µM 747 and bCat nuc transl cell count 5 µM 1191.
CCc1nc(NCCN2CCOCC2)c(C#N)c2c1CCCC2 was read as WT yeast gro inh -2, Lipid droplet -6, Autophagy HCS inactive, MT stabilize HCS 2.7, CSM14.1 death rescue 1.1%, Dynein cargo inh 2, bCat nuc transl 0.1, XIAP antagonists -0.4%, WT yeast gro inh mutant strain -9, Dynein cargo inh cytoplasmic EGFP -0.16, Dynein cargo inh nuclear GR-EGFP 1, Dynein cargo inh cell count -1.2, Lipid droplet cells 6.5 µM 586, bCat nuc transl cell count 5 µM 1074, MT stabilize HCS Hoechst-high % 1.5, MT stabilize HCS cytotoxicity % 3.6 and Autophagy HCS cell loss 18 h 3.
COC(=O)c1ccccc1S(=O)(=O)N1CCC(C(=O)OC(C)C(=O)NC(N)=O)CC1 (stereo not drawn) was read as WT yeast gro inh 0, Lipid droplet 12, Autophagy HCS inactive, Ins promoter up -0.36, MT stabilize HCS 4.7, CSM14.1 death rescue 0.5%, Dynein cargo inh 0.92, bCat nuc transl -2.4, XIAP antagonists -2.8%, WT yeast gro inh mutant strain -13, Dynein cargo inh cytoplasmic EGFP -0.19, Dynein cargo inh nuclear GR-EGFP 0.58, Dynein cargo inh cell count -0.75, Ins promoter up cell count 1255, Lipid droplet cells 6.5 µM 675, bCat nuc transl cell count 5 µM 1025, MT stabilize HCS Hoechst-high % 1.3, MT stabilize HCS cytotoxicity % 2.9 and Autophagy HCS cell loss 18 h 2.
`O=c1c(C=NCC2CCCO2)c(-c2ccccc2)[nH]n1-c1ccc([N+](=O)[O-])cc1` (stereo not drawn) gave Lipid droplet -7, Ins promoter up 0.23, Dynein cargo inh 0.45, bCat nuc transl -0.3, Dynein cargo inh cytoplasmic EGFP 2.2, Dynein cargo inh nuclear GR-EGFP 0.54, Dynein cargo inh cell count -0.55, Ins promoter up cell count 1057, Lipid droplet cells 6.5 µM 667 and bCat nuc transl cell count 5 µM 1318.
`COc1ccc(NC(=O)C2OCCc3ccccc32)c(OC)c1` (stereo not drawn) gave WT yeast gro inh -14, Lipid droplet 2, Autophagy HCS inactive, MT stabilize HCS 2.5, CSM14.1 death rescue -3.4%, Dynein cargo inh 0.52, XIAP antagonists -4.7%, WT yeast gro inh mutant strain -26, Dynein cargo inh cytoplasmic EGFP -0.23, Dynein cargo inh nuclear GR-EGFP 0.21, Dynein cargo inh cell count 1.2, Lipid droplet cells 6.5 µM 710, MT stabilize HCS Hoechst-high % 1.1, MT stabilize HCS cytotoxicity % 0.6 and Autophagy HCS cell loss 18 h -3.
CCC(=O)NC(=S)Nc1ccc(OC)cc1OC was read as WT yeast gro inh -3, Lipid droplet 1, Autophagy HCS inactive, Ins promoter up -0.23, MT stabilize HCS 2.8, CSM14.1 death rescue -1.5%, Dynein cargo inh 0.091, bCat nuc transl -4.2, XIAP antagonists -2.7%, WT yeast gro inh mutant strain -11, Dynein cargo inh cytoplasmic EGFP -0.26, Dynein cargo inh nuclear GR-EGFP 0.093, Dynein cargo inh cell count 0.54, Ins promoter up cell count 1346, Lipid droplet cells 6.5 µM 640, bCat nuc transl cell count 5 µM 532, MT stabilize HCS Hoechst-high % 1.8, MT stabilize HCS cytotoxicity % 6.6 and Autophagy HCS cell loss 18 h 7.
For COC(=O)c1cc(NC(=O)c2cccc(C(F)(F)F)c2)c(=O)oc1C/C=N/OCc1cccc(Cl)c1Cl the results were WT yeast gro inh 13, Autophagy HCS inactive, Ins promoter up 1.1, MT stabilize HCS 1.5, CSM14.1 death rescue 3.5%, Dynein cargo inh -0.32, XIAP antagonists -10%, WT yeast gro inh mutant strain -8, Dynein cargo inh cytoplasmic EGFP 0.016, Dynein cargo inh nuclear GR-EGFP -0.3, Dynein cargo inh cell count 0.51, Ins promoter up cell count 885, MT stabilize HCS Hoechst-high % 1.4, MT stabilize HCS cytotoxicity % 20 and Autophagy HCS cell loss 18 h -2.
